Bioassay records (PubChem)
PREPL inhibitor – PREPL enzyme inhibitors, primary screen, biochemical, fluorescence polarization | 320,000 tested, 0.68% active | inhibition, % at 5.96 µM | AID 2751, 2010 | Prolyl endopeptidase-like (Homo sapiens), Q4J6C6 | recombinant PREPL, fluorescence polarization activity-based probe; in the data active means inhibition above about 43%;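 further: 0% = enzyme with DMSO and 100% = wells lacking enzyme; many of its hits are not listed in these tables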
HCV core dimer – inhibitors of HCV core protein dimerization, primary screen, biochemical, TR-FRET, high-throughput; TR-FRET GST/Flag-core106 dimerization, 1536-well; inhibition, % at 5 µM; 300,000 tested, 0.33% active;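 active means inhibition above the mean of all tested compounds plus 3 SD, set per screening campaign, cut at about 45% in these data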
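Material: GST/Flag-tagged HCV core106 proteins. Incubation: 4 h, 22.5 °C incubation. Read-out basis: inhibition (%) from 671 over 617 nm ratio. Measured by: TR-FRET, excitation 340 nm, emission 617 and 671 nm.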
Fh CTSL1 inh – Fasciola hepatica cathepsin L1 inhibitors, primary screen, counter-screen for PFM18AAP inhibitor project, biochemical, QFRET, fluorogenic peptide substrate. inhibition, % at 5.96 µM. 300,000 tested, 0.49% active. recombinant F. hepatica cathepsin L1, Z-Leu-Arg-MCA fluorescence;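 active means inhibition above the mean of all tested compounds plus 3 SD, set per screening campaign, cut at about 17% in these data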;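 further: 0% = plate median of test compound wells and 100% = 1 µM Z-Phe-Ala-diazomethylketone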
LYPLA2 counter – LYPLA2 inhibitors, primary screen, counter-screen for PME1 inhibitor project, biochemical, fluorescence polarization, FP-Rh probe ABPP. Acyl-protein thioesterase 2 (Homo sapiens), O95372. recombinant LYPLA2. inhibition, % at 5.9 µM. 320,000 tested, 0.38% active;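 active means inhibition above the screen-wide mean plus 3 SD, limit set per campaign, cut at about 26% in these data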;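 further: 0% = LYPLA2 with DMSO and 100% = wells lacking LYPLA2 enzyme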
Target sequence (O95372 whole entry, looked up): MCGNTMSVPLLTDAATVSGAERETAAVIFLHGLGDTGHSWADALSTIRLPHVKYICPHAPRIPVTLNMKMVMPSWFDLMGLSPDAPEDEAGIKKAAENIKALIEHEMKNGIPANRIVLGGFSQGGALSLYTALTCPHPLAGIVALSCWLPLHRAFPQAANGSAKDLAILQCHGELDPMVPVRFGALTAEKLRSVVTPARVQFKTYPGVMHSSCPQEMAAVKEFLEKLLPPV
Efflux pump inh – inhibitors of Candida efflux pumps in yeast, primary screen, S. cerevisiae, Nile Red, multiplex. S. cerevisiae Candida pump triplex. inhibition, % at 10 µM. 330,000 tested, 0.44% active. AID 485275, 2010;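 active means plate passing quality check with inhibition over a set limit, or well fluorescence over plate mean plus 4 SD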;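 further: Nile Red retained in pooled yeast measured as flow cytometry median fluorescence; 0% = buffer negative control and 100% = Enniatin B positive control; higher means more Nile Red kept so more efflux inhibition; some compounds called inactive have numbers as strong as hits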
TPT1 inh – Candida albicans TPT1 enzyme inhibitors, primary screen, biochemical, fluorescence polarization | tRNA 2'-phosphotransferase TPT1 (Candida albicans SC5314) | recombinant caTPT1, FP RNA substrate dephosphorylation | inhibition, % at 5 µM | 300,000 tested, 0.81% active | AID 1962, 2009;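 active means inhibition above the mean of all tested compounds plus 3 SD, set per screening campaign, cut at about 24% in these data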;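 further: plate controls were DMSO alone for no effect and ferristatin control at 100 nM for full effect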
PP5 inh – PP5 phosphatase inhibitors, primary screen, biochemical, fluorescence; inhibition, % at 6.7 µM; purified PP5c, OMFP substrate fluorescence; 320,000 tested, 0.18% active; Serine/threonine-protein phosphatase 5 (Homo sapiens), P53041;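 active means inhibition above the campaign's mean inhibition across all tested compounds plus 3 SD, cut at about 9.5% in these data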;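 further: 0% = DMSO only and 100% = 100 µM cantharidin control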
GASC-1 inh – inhibitors of GASC-1 histone demethylase, primary screen, biochemical, fluorescence, DELFIA europium. Lysine-specific demethylase 4C (Homo sapiens), Q9H3R0. GST-JMJD2C(1-420) H3K9me3 demethylation. inhibition, % at 2.35 µM. 330,000 tested, 0.069% active. AID 2099, 2009;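 active means more than half of a compound's replicate wells show inhibition beyond 50%, single wells judged on their own value; inconclusive means some, but no more than half, of replicates pass 50% inhibition; inactive means no replicate passes 50% inhibition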;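 further: signal counts dimethyl H3K9 product captured on neutravidin plate; 0% = median of DMSO wells and 100% = 0.3 times that DMSO median; strong numbers were not always called active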
Target sequence (Q9H3R0 1-420 limits assumed): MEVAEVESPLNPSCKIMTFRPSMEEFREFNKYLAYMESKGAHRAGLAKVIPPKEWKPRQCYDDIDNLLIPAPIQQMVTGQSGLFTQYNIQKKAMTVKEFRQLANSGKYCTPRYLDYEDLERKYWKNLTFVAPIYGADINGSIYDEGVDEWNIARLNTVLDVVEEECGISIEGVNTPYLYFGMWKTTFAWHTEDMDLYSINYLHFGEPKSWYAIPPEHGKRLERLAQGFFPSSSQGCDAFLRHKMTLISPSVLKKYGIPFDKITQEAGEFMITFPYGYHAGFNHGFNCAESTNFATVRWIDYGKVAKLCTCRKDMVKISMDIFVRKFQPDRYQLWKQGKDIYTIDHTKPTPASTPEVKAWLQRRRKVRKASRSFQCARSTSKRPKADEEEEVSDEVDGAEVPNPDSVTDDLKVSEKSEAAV
PP1 counter – PP1-alpha phosphatase inhibitors, primary screen, counter-screen for PP5 inhibitor project, biochemical, fluorescence, OMFP substrate, single point | Serine/threonine-protein phosphatase PP1-alpha catalytic subunit (Homo sapiens), P62136 | purified PP1alpha | inhibition, % at 6.7 µM | 320,000 tested, 0.9% active | AID 2235, 2010;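 active means inhibition above the mean inhibition of all tested compounds plus 3 SD, computed separately for each screening campaign, cut at about 15% in these data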
Target sequence (P62136 whole entry, looked up): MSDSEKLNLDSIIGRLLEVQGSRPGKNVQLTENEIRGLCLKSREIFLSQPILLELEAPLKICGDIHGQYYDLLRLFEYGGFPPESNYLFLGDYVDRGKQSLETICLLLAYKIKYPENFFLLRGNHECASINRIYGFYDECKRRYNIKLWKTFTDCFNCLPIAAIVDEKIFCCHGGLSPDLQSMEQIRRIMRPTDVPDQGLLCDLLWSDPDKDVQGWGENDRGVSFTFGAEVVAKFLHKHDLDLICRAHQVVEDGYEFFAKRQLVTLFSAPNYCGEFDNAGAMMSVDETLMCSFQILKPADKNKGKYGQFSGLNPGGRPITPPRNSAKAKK
* = called active by the depositor; i = inactive; u = inconclusive; x = not tested or not shown; & = joins results of further samples. Some of the compounds tested; count on the stated rates, not on these rows.

SMILES	PREPL inhibitor	HCV core dimer	Fh CTSL1 inh	LYPLA2 counter	Efflux pump inh	TPT1 inh	PP5 inh	GASC-1 inh	PP1 counter
O=C1C2(Cl)C3(Cl)C4(Cl)C(Cl)(Cl)C5(Cl)C3(Cl)C1(Cl)C5(Cl)C24Cl (configuration not stated)	10	x	x	-13	0.2	x	5.4	12	8
CCOC(=O)c1c(/N=C/C2C(=O)NC(=O)NC2=O)sc2c1CCC2	-1	-1	-3	-3	0.1	1	-2.9	-28	-3
CCC(=NCCO)c1c(O)n(C2CCCCC2)c(=O)[nH]c1=O	-2	9	1	4	-0.1	-3	1.2	1	0
CC(=O)N1CN2CN(C(C)=O)CC(C(=O)c3ccc(Br)cc3)(C2)C1	6	-3	-2	5	0.0	-1	0.2	7	-2
CCC(C)(C)c1ccc(O)cc1	7	x	x	-8	0.1	x	-1.3	-1	-1
CC(C)c1ccc(C2N3CCCN23)cc1 (configuration not stated)	0	-1	0	11	0.0	-5	0.1	-11	0
CCN(CC)c1ccc(N=Cc2c(O)n(-c3ccc(OC)cc3)c(=O)[nH]c2=O)cc1	15	1	1	-6	0.1	56*	0.6	-7	5
CCN(CC)C(=O)c1ccc(NC(=O)c2ccc(N3CCCC3=O)cc2)cc1	4	x	x	1	0.3	x	3.7	12	-1
CCOc1cccc(N2C(=O)CC(=O)NC2=O)c1	-2	-4	0	-1	0.1	14	0.6	u	1
Cc1nc2ncnn2c(C)c1CCC(=O)N1CCC2(CC1)OCCO2	8	1	1	3	-0.1	-2	-1.0	16	-4
Cc1ccc(-n2c(-c3cccs3)nc3ccccc3c2=O)cc1	4	5	3	9	-0.1	1	1.7	-3	-2
C=CCn1c(O)c(C(CC)=NCc2ccc3c(c2)OCO3)c(=O)[nH]c1=O	55*	4	-3	3	0.0	-2	1.2	-19	-2
COC(=O)N1C(c2ccccc2)C1c1ccccc1 (configuration not stated)	-11	0	-6	-3	0.0	4	2.6	2	1
CC(C)[C@H]1C(=O)O[C@H](C(C)C)C(=O)N(C)[C@@H](C(C)C)C(=O)O[C@H](C(C)C)C(=O)N(C)[C@@H](C(C)C)C(=O)O[C@H](C(C)C)C(=O)N1C	8	6	9	-1	86*	3	-1.2	-4	-5
COc1cc(C(=O)NC(=S)N2C[C@H]3C[C@H](C2)c2cccc(=O)n2C3)cc(OC)c1OC	8	-1	-2	1	-0.1	-3	3.0	i	0

Sorted by molecular weight (lowest first): some entries from above.
SMILES	PREPL inhibitor	HCV core dimer	Fh CTSL1 inh	LYPLA2 counter	Efflux pump inh	TPT1 inh	PP5 inh	GASC-1 inh	PP1 counter
Cc1ccc(-n2c(-c3cccs3)nc3ccccc3c2=O)cc1	4	5	3	9	-0.1	1	1.7	-3	-2
CC(=O)N1CN2CN(C(C)=O)CC(C(=O)c3ccc(Br)cc3)(C2)C1	6	-3	-2	5	0.0	-1	0.2	7	-2
CC(C)[C@H]1C(=O)O[C@H](C(C)C)C(=O)N(C)[C@@H](C(C)C)C(=O)O[C@H](C(C)C)C(=O)N(C)[C@@H](C(C)C)C(=O)O[C@H](C(C)C)C(=O)N1C	8	6	9	-1	86*	3	-1.2	-4	-5

The list continues:
SMILES	PREPL inhibitor	HCV core dimer	Fh CTSL1 inh	LYPLA2 counter	Efflux pump inh	TPT1 inh	PP5 inh	GASC-1 inh	PP1 counter
N#CCCn1cc(C(=O)O)c(-c2cccc([N+](=O)[O-])c2)n1	-1	-4	0	4	-0.2	-2	-1.7	11	3
CCCCN1CCC(C#N)(Nc2ccccc2)CC1	5	-5	0	12	-0.1	-3	-0.4	-9	0
O=C1NC(=O)C(=Cc2ccc(Sc3ccccc3)o2)C(=O)N1	-3	6	1	2	0.0	4	1.0	32	3
CC12CCCCC1=NC(c1ccc(Br)cc1)N2O (configuration not stated)	-3	2	-5	2	0.0	1	-0.4	6	-13
CCSc1nnc(C(N)Cc2ccccc2)o1 (configuration not stated)	-12	-2	-5	2	0.0	-1	-0.6	7	-6
CCN(CC)P(=O)(NC(=O)C(Cl)(Cl)Cl)N(CC)CC.[Cl-].[Cl-].[Cl-].[Nd+3]	-7	-2	-1	4	0.1	2	2.9	-17	-1
Cc1ccccc1C1=NCC(=O)N(CC(=O)NCc2ccco2)c2sc3c(c21)CCCC3	-14	10	2	-5	0.0	1	0.0	4	0
CC1(C)COC(Nc2cccc(Cl)c2)=N1	13	-1	4	3	0.1	2	1.6	17	-4
O=C(O)c1c[nH]c2ccc(S(=O)(=O)N(CCCl)CCCl)cc12	9	0	2	2	0.0	-3	2.9	-26	2
Cc1ccc2c(c1)N(C(=O)CCC(=O)N1CCC3(CC1)OCCO3)CC(C)O2 (configuration not stated)	1	4	1	8	-0.1	0	-2.3	-3	-2
O=c1[nH]c(=O)n(Cc2ccco2)c(O)c1C=NCc1ccco1	5	2	-1	3	0.0	1	-0.3	-41	2
Cn1cc(C(=O)OCC(=O)NC2(C#N)CCCC2)c2ccccc21	15	x	x	2	0.0	x	2.6	-1	-2
Cc1cccc(-n2c(C)nc3cc(C(=O)N4CCC5(CC4)OCCO5)ccc32)c1	8	2	0	6	0.0	0	-0.6	0	-6
COC(=O)C1=C(c2ccc(F)cc2OCc2ccccc2)C[C@@H]2CC[C@H]1N2C(=O)NCCCOC(C)C	5	x	x	-7	0.2	x	-1.5	4	-1
CN(C)c1ccc(/C=C2/C(=O)NC(=O)N(Cc3ccco3)C2=O)cc1	-8	4	3	-10	0.1	26*	3.2	32	-2
CCCCn1c(O)c(C(CC)=Nc2ccc(OC)cc2OC)c(=O)[nH]c1=O	9	0	3	-4	0.1	0	3.0	-5	1
O=C1NC(=O)N(c2cccc(F)c2)C(=O)/C1=C/c1ccc(N2CCOCC2)cc1	-11	-3	1	1	0.0	8	3.6	-6	-6
COc1ccc(OC)c(N2C(=O)NC(=O)/C(=C\c3ccc([N+](=O)[O-])s3)C2=O)c1	40	5	6	10	0.1	7	3.1	7	1
CCN(CC)C(=O)c1ccc(NC(=O)C2=C(C)OCCS2)cc1	4	6	0	5	0.2	-3	1.8	122	0
COc1c2c(cc3c1OCO3)CC[N+](C)=C2	6	-1	2	6	-0.2	-2	-0.6	1	-4
COc1ccc(S(=O)(=O)NCc2ccc(C(=O)N3CCC4(CC3)OCCO4)cc2)cc1	8	1	-3	11	-0.5	0	-0.2	-4	-4
Oc1ccc(CC2(N3CCCC3)CCCCC2)cc1	4	1	-5	-1	0.1	2	-1.8	7	-5
COCCNC(=O)N1[C@H]2CC[C@@H]1C(C(=O)OC)=C(c1cccc(C#N)c1)C2	-1	x	x	-5	-0.3	x	-3.9	0	-4
CN(CCc1nnc(N)s1)[N+](=O)[O-]	3	-4	-5	-2	0.3	1	0.4	11	-1
CC/C(=C\C=C\[C@@H]1C=C[C@@H]2CCC[C@H]2[C@@H]1C(=O)c1ccc[nH]1)[C@@H]1O[C@@H]([C@@H](C)C(=O)O)CC[C@@H]1C	-13	30	4	-7	0.0	-4	3.2	12	14
CC(=NCc1ccc2c(c1)OCO2)c1c(O)n(-c2ccccc2)c(=O)[nH]c1=O	39	2	-1	2	0.0	2	0.5	2	-1
C=CC(=O)NCNC(=O)C=C	2	x	x	-1	0.1	x	1.3	7	-5
CC1CC2(O)c3nonc3CCC2N1O (configuration not stated)	1	-1	0	6	0.1	2	0.6	-7	-2
CC[C@H](C)/C=C(C)/C=C/C1=CC2=C(Cl)C(=O)[C@@](C)(OC(C)=O)C(=O)C2=CO1	42	12	0	10	-0.1	1	0.8	u	6
Cc1cc(N2C(=O)C3CCCN3C2c2cccc(Cl)c2)no1 (configuration not stated)	-5	-6	1	1	0.0	0	1.9	1	-2
Cc1ccc(-n2c(O)c(C=NCc3ccco3)c(=O)[nH]c2=S)cc1C	0	1	0	-7	-0.1	3	0.3	-5	1
COc1cc(C=C2C(=O)NC(=O)NC2=O)cc(OC)c1OC	7	-3	-1	3	0.1	8	1.6	4	-2
CSc1ccc(C(=O)C2CCCN(Cc3ccn[nH]3)C2)cc1 (configuration not stated)	-14	-4	-1	4	0.0	2	-0.5	5	-2
O=C(Cn1cnc2ccccc2c1=O)NCCC(=O)N1CCC2(CC1)OCCO2	3	-2	-2	-3	0.1	3	-0.3	-1	-1
CN(C)[C@@H]1C(=O)C(C(N)=O)=C(O)[C@@]2(O)C(=O)C3=C(O)c4c(O)cccc4[C@@](C)(O)C3[C@H](O)C12 (some centres not stated)	13&11	-6&-8	4&0	-6&6	0.0&-0.2	-31&11	0.8&-4.5	20	20*
O=C(COc1ccccc1)N1CCN(CC(O)COc2ccccc2)CC1 (configuration not stated)	7	0	-1	7	-0.3	0	-1.6	1	-4
NNP(=O)(CC(=O)c1ccccc1)c1ccccc1 (configuration not stated)	9	-2	3	-5	0.0	0	2.8	7	7
Cc1ccc(S(=O)(=O)N[C@@H](CCCCN)C(=O)CCl)cc1	2	-7	85*	3	0.0	-3	1.6	-4	6
C=C1C(O)(c2ccccc2)C2CC[N+]1(C)CC2 (configuration not stated)	6	-2	-1	-1	0.0	-4	-0.6	-7	-1
Cc1cc(C)n2c(Br)c(CN3CC4CC(C3)c3cccc(=O)n3C4)nc2n1 (configuration not stated)	4	13	-1	4	-0.1	-2	1.0	-3	2
CC(C)CNc1c2c(nc3ccccc13)CCC2	12	-13	4	3	0.1	0	1.7	87	-3
COc1ccc(OC)c(C2=NOC(C(=O)N3CCC4(CC3)OCCO4)C2)c1 (configuration not stated)	6	1	1	2	-0.2	2	1.7	7	-3
C[N+]12CCC(CC1)C(C(O)(c1cccc(Cl)c1)c1cccc(Cl)c1)C2 (configuration not stated)	2	5	0	-6	0.1	0	1.9	-2	1
Cc1ccn2nc(S(=O)(=O)Nc3c(F)cccc3F)nc2n1	5	-2	1	3	0.1	-3	-1.6	10	-2
COP(=O)(Cc1ccc(C#N)o1)OC	0	-5	-1	-3	0.0	-3	0.8	6	-2
COc1cc2c(c(OC)c1)C(=O)OC(C)CCCC(=O)CCCCC2 (configuration not stated)	-4	1	-3	5	0.2	-6	-0.1	4	-1
CC1N=C(c2ccccc2Cl)c2cc(Br)ccc2NC1=O (configuration not stated)	15	7	-3	5	0.1	-3	0.6	7	-3
Cc1ccc(CN2CCCN(Cc3ccccc3C)S2(=O)=O)cc1	-11	7	5	-8	0.0	0	-1.9	-4	-1
C=CCN1CC[C@]23c4c5ccc(O)c4O[C@H]2/C(=N/NC(=O)c2ccccc2)CC[C@@]3(O)[C@H]1C5	-3	12	-2	-1	0.1	-3	-0.7	-2	-3
CCOC(=O)c1c(-n2c(C)cc(C=C3C(=O)NC(=S)NC3=O)c2C)sc2c1CCCC2	11	21	-2	-3	0.4	20	0.3	12	3
CCCCCn1c(=O)c(C(=O)NC(C)c2ccccc2)c(O)c2ccccc21 (configuration not stated)	-7	-3	0	-4	0.1	1	1.9	3	3
